LDHA block = blocks human lactate dehydrogenase A | activity change, % (values are at about 110 or 230 µM) | purified LDHA, NADH/diaphorase-resazurin fluorescence; stronger effect = lower value | actives 0.15% (n = 480,000) | AID 1347041 | P00338; in the data active means activity change below about -30%; inconclusive means mostly about -25% to -30%;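 further: plate controls were DMSO wells for no effect and wells without enzyme for full effect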
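Remaining NADH was detected by diaphorase (0.133 mg/mL) converting 37 µM resazurin to fluorescent resorufin, read at 0 and 20 minutes. The preceding 5-minute room-temperature reaction used 2 nM LDHA, 0.2 mM sodium pyruvate and 0.06 mM NADH at pH 7.4.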
D1 agonist = agonists of human D1 dopamine receptor; P21728; HEK293 T-REx D1 cells, calcium flux, agonist mode; activation, % at 2 µM; actives 1% (n = 360,000); in the data active means activation above about 30%; further: 0% is about no effect
Target sequence (P21728 whole entry, looked up): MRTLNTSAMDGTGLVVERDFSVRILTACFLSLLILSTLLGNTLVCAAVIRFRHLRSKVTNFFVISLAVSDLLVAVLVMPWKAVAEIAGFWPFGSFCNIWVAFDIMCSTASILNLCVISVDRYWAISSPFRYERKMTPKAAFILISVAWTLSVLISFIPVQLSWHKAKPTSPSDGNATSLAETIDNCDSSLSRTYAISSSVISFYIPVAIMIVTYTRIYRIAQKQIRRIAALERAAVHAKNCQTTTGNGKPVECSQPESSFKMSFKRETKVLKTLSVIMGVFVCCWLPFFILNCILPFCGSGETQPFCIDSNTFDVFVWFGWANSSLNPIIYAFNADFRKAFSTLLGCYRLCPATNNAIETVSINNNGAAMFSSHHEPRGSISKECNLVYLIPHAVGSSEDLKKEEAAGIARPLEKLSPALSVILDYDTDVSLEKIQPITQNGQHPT
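Inducible HEK293 T-REx D1 cells, force-coupled to calcium signalling, were plated at 4000 cells/well with tetracycline and held overnight at 30 C. After no-wash calcium dye loading, compound-evoked calcium rise over 180 s flagged agonists.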
Vif-APOBEC3G blk = blocks the Vif interaction with human APOBEC3G; Q9HC16; HeLa A3G-eYFP + Vif (tagged APOBEC3G with the HIV-1 protein that degrades it), YFP fluorescence, overnight; Potency, µM (top dose mostly 46.1 µM), without a hit: top-dose activity, negative = active, usual class: inhibitors; actives 0.076% (n = 410,000);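 further: potency means the concentration at half of the fitted maximal effect; on the % scale 0 is the no-effect control and ±100 the full control effect; nearly all actives have a fitted effect of over 60% in size; hits raise eYFP signal because A3G escapes Vif-driven loss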
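Read-out is eYFP fluorescence (Ex 488/Em 500-530) from Vif-expressing HeLa A3G-eYFP cells; more signal means A3G escaped Vif-mediated degradation. Cells plated overnight, compound pinned in, incubated overnight at 37 deg C.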
D1 antagonist = antagonists of human D1 dopamine receptor; HEK293 TREx D1 cells, calcium flux, dopamine EC80; stronger effect = lower value; activity change, negative = inhibition, % at 10 µM; actives 3.2% (n = 360,000); AID 504652; in the data active means activity change below about -30%; further: on the % scale 0 is the no-effect control and ±100 the full control effect
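Tetracycline-induced HEK293 T-REx cells with force-coupled D1 receptor were loaded with a no-wash calcium dye. Compound was added after a 10 s baseline and read kinetically for 180 s; EC80 dopamine was then added and calcium flux followed another 180 s.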
Vif-APOBEC3F blk = Vif-A3F binding inhibition; HeLa A3F-eYFP + Vif (tagged APOBEC3F with the HIV-1 protein that degrades it), YFP fluorescence increase; Potency, µM (titrated, usually from 46.1 µM), inactives show top-dose activity, negative = active; actives 0.2% (n = 390,000); further: potency means the concentration at half of the fitted maximal effect; % of control where 0% means no effect; nearly all actives have a fitted effect of over 65% in size
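HeLa cells stably expressing A3F-eYFP plus Vif, plated and incubated overnight at 37 deg C, then exposed to compounds overnight at 37 deg C. Blocked degradation read as raised yellow fluorescence (Ex 488/Em 500-530).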
RXFP1 ag = agonists of human relaxin receptor RXFP1; Q9HBX9; HEK293T-RXFP1 cAMP TR-FRET, 30 min; response scale: percent of porcine relaxin response, buffer zero; Potency, µM (top dose mostly 57.5 µM), for inactives: at the highest dose activation, actives largely listed as activators; actives 0.3% (n = 370,000); AID 2676; further: potency means the concentration at half of the fitted maximal effect; on the % scale 0 is the no-effect control and ±100 the full control effect; nearly all actives have a fitted effect of over 60% in size; many of its hits are not listed in these tables
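HEK293T cells stably expressing RXFP1 were pretreated with the PDE4 inhibitor Ro 20174, exposed to compounds for 30 min at 37C, lysed, and cAMP was read by TR-FRET. Data normalized to buffer (basal) and 29 nM porcine relaxin (100%).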
D1 potentiator = potentiators of human D1 dopamine receptor; HEK293 TREx D1 cells, calcium flux, dopamine EC20 potentiation; potentiation, % at 10 µM; actives 0.036% (n = 360,000); in the data active means potentiation above about 30%; further: 0% is about no effect
D2 potentiator = positive allosteric modulators of human D2 dopamine receptor. P14416. HEK293 T-REx D2, calcium flux, EC20 dopamine potentiation. potentiation, % at 10 µM. actives 0.34% (n = 340,000). AID 485347;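 active means potentiation over 3 SD above the plate norm, cut at about 30% in these data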; further: 0% is about no effect
Target sequence (P14416 whole entry, looked up): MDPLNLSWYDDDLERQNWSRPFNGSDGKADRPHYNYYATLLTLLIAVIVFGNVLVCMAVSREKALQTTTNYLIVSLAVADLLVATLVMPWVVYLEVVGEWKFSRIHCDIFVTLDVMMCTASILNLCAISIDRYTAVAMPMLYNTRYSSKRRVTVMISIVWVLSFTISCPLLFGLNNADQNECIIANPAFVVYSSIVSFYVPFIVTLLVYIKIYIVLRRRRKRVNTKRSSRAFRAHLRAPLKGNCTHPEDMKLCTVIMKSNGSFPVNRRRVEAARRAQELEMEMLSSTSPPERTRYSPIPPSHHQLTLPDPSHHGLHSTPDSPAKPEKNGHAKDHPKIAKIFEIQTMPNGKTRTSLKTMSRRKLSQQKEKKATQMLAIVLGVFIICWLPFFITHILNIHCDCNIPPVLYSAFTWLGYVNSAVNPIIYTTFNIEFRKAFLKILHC
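Calcium flux readout, no-wash dye, 1 read/s. Inducible HEK293 Trex D2 line, overnight 30 C. Compound alone 180 s (agonist flags), then EC20 dopamine, another 180 s to score potentiation.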
GRP78 ERSR act = induces the endoplasmic reticulum stress response in human glioma cells; U87-MG GRP78 promoter luciferase reporter, 16 h; Potency, µM, inactives show at the highest dose activation, actives largely listed as activators; actives 0.02% (n = 420,000); AID 602332; further: potency means the concentration at half of the fitted maximal effect; series mostly up to about 76 µM; % of control where 0% means no effect; nearly all actives have a fitted effect of over 35% in size
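Stably transfected U87-MG glioma cells carrying a GRP78-based luciferase sensor; 16 h compound incubation. Luminescence end-point read 10 min after Bright-Glo addition at room temperature.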
The depositor's hits bear a star; ? = inconclusive; nt = no result given; & = joins results of further samples. Unless noted, the call rests on the fitted dose curve; in most records, active means well fitted curve in the direction sought with a large enough effect; inconclusive means small, poorly fitted or top-dose-only effect, or another doubt; inactive means no such curve, though single readings can be large; an effect the other way counts as inactive or inconclusive. An excerpt; the hit share may differ from the screen's.

SMILES	LDHA block	D1 agonist	Vif-APOBEC3G blk	D1 antagonist	Vif-APOBEC3F blk	RXFP1 ag	D1 potentiator	D2 potentiator	GRP78 ERSR act
CCn1c(SCc2ccc(F)cc2)nc2c(c1=O)SCC2	-8	6	-5%	1	-1%	1.7%	-8	-5	2%
CCn1c(=O)cc(N2CCN(C(=O)c3ccco3)CC2)[nH]c1=O	-2	2	1%	13	-1%	0.8%	2	-4	-6%
CC1(C)NC(=O)N(CCCSc2ccc(Cl)cc2)C1=O	-2	6	3%	7	-11%	1.4%	3	2	-2%
CCCCOc1ccc(C(=O)CCN2CCCCC2)cc1	-3	4	-12%	-35*	4%	5.3%	-4	-6	-8%&1%&1%
CCOC(=O)Cn1cnc2c(nnn2-c2cccc(OC)c2)c1=O	-8	1	1%	-2	1%	-0.1%	0	1	-12%
COc1ccc(S(=O)(=O)c2cc3cc(C(C)(C)C)cc(O)c3oc2=O)cc1	8	2	-28%	-6	0%	0.9%	-3	2	-3%
CCOCCCNC(=O)COC(=O)/C=C/c1ccc(S(=O)(=O)N2CCc3ccccc32)cc1	-8	6	4%	-28	-24%	1.9%	-3	6	-3%
O=C(O)COc1ccc(/C=N/NC(=O)Cc2ccc(Cl)cc2)cc1	-2	1	1%	0	8%	-1.1%	-8	-4	0%
COc1ccccc1NC(=O)C(C)Sc1nc2ccccc2c(=O)n1CC1CCCO1 (centres undefined)	-7	3	-5%	4	1%	1.5%	-7	-1	0%
CCCS(=O)(=O)N1CCCC(C(=O)NCCCOCC)C1 (centres undefined)	-10	3	-3%	0	?	-0.5%	-2	-1	-2%
Cc1cccc(C(=O)Nc2c3c(nn2-c2ccc(Cl)cc2)CS(=O)(=O)C3)c1	-6	-2	-3%	10	-4%	-3.3%	0	2	-2%
CCOC(=O)C1(CCOc2ccccc2)CCN(Cc2cc(OC)c3c(c2)OCO3)CC1	-1	0	7%	-1	-15%	-0.2%	-5	-18	-4%
Cc1ccc(S(=O)(=O)N2CCOCC2)cc1NC(=O)CN1C(=O)NC(C)(c2ccc(Cl)cc2Cl)C1=O (centres undefined)	-6	nt	1%	nt	1%	nt	nt	nt	3%
COc1ccc(C(=O)C2CCCN(C(=O)Cn3nc(C)cc3C)C2)cc1F (centres undefined)	-4	0	1%	4	2%	2.4%	3	10	1%
CCOc1cc(C)c(C(C)C)cc1S(=O)(=O)N1CCN(C)CC1	0	2	-5%	-2	-5%	0.5%	11	-1	-3%
COc1cc(C(=O)N(C)C2CCCCC2)cc(OC)c1OC	0	nt	2%	nt	-8%	nt	nt	nt	-5%
CCC(=O)c1cn(CC(=O)Nc2c(C)cccc2C)c2ccccc12	-1	3	6%	-18	3%	2.6%	-3	0	-2%
Cc1c(Cl)cccc1NC(=S)NCC(c1cccnc1)N(C)C (centres undefined)	-11	1	1%	-3	5%	-1.1%	-1	9	-10%
O=C(Nc1ccc(N2CCOCC2)cc1)Nc1ccc2nsnc2c1	-8	1	-4%	-13	15%	21%	-2	5	-2%
Cc1cccc(C(=O)OCC(=O)N2c3ccccc3CC2C)c1C (centres undefined)	-1	nt	-2%	nt	-3%	nt	nt	nt	-3%
Cc1nn(C2CCS(=O)(=O)C2)c(Cl)c1/C=C/C(=O)OCC(=O)Nc1ccccc1OC(F)F (centres undefined)	-3	-1	-4%	-21	9%	1.6%	-7	3	-5%
Cc1ccc(C(=O)N/C(=C\c2cccs2)C(=O)NCCc2ccccn2)cc1C	-9	-1	-8%	2	1%	3.2%	-7	-1	-2%
COc1ccc(OCC(=O)Nc2ccc3c(c2)nc(CN2CCN(C(C)=O)CC2)n3C)cc1	4	2	1%	9	-22%	-1.4%	-1	4	-5%
CCCn1c(SC2C(=O)CC(C)(C)CC2=O)nc2c1c(=O)n(C)c(=O)n2C	0	1	1%	-2	0%	7.2%	2	-4	-4%
Cc1noc(C)c1C(=O)OCC(=O)NCc1ccccc1	-16	1	-2%	-2	7%	0.1%	-3	1	3%

Eleven structures out of the list, sorted by molecular weight, ascending.
SMILES	LDHA block	D1 agonist	Vif-APOBEC3G blk	D1 antagonist	Vif-APOBEC3F blk	RXFP1 ag	D1 potentiator	D2 potentiator	GRP78 ERSR act
CCCCOc1ccc(C(=O)CCN2CCCCC2)cc1	-3	4	-12%	-35*	4%	5.3%	-4	-6	-8%&1%&1%
CC1(C)NC(=O)N(CCCSc2ccc(Cl)cc2)C1=O	-2	6	3%	7	-11%	1.4%	3	2	-2%
CCC(=O)c1cn(CC(=O)Nc2c(C)cccc2C)c2ccccc12	-1	3	6%	-18	3%	2.6%	-3	0	-2%
CCOc1cc(C)c(C(C)C)cc1S(=O)(=O)N1CCN(C)CC1	0	2	-5%	-2	-5%	0.5%	11	-1	-3%
O=C(Nc1ccc(N2CCOCC2)cc1)Nc1ccc2nsnc2c1	-8	1	-4%	-13	15%	21%	-2	5	-2%
COc1ccc(C(=O)C2CCCN(C(=O)Cn3nc(C)cc3C)C2)cc1F (centres undefined)	-4	0	1%	4	2%	2.4%	3	10	1%
COc1ccc(S(=O)(=O)c2cc3cc(C(C)(C)C)cc(O)c3oc2=O)cc1	8	2	-28%	-6	0%	0.9%	-3	2	-3%
CCCn1c(SC2C(=O)CC(C)(C)CC2=O)nc2c1c(=O)n(C)c(=O)n2C	0	1	1%	-2	0%	7.2%	2	-4	-4%
COc1ccc(OCC(=O)Nc2ccc3c(c2)nc(CN2CCN(C(C)=O)CC2)n3C)cc1	4	2	1%	9	-22%	-1.4%	-1	4	-5%
Cc1nn(C2CCS(=O)(=O)C2)c(Cl)c1/C=C/C(=O)OCC(=O)Nc1ccccc1OC(F)F (centres undefined)	-3	-1	-4%	-21	9%	1.6%	-7	3	-5%
Cc1ccc(S(=O)(=O)N2CCOCC2)cc1NC(=O)CN1C(=O)NC(C)(c2ccc(Cl)cc2Cl)C1=O (centres undefined)	-6	nt	1%	nt	1%	nt	nt	nt	3%

(further entries)
SMILES	LDHA block	D1 agonist	Vif-APOBEC3G blk	D1 antagonist	Vif-APOBEC3F blk	RXFP1 ag	D1 potentiator	D2 potentiator	GRP78 ERSR act
CCN(CC)CCNC(=O)c1cc2cc(Br)ccc2s1	-8	13	6%	10	14%	1.0%	-7	-5	-3%
C[C@@H]1CN([C@H](C)CO)C(=O)c2cc(NC(=O)Nc3ccc(C(F)(F)F)cc3)ccc2O[C@H]1CN(C)C(=O)Nc1ccc(F)cc1	1	nt	-7%	nt	1%	nt	nt	nt	-4%
Cc1ccc(NC(=O)C2CCN(S(=O)(=O)c3cc([N+](=O)[O-])ccc3Cl)CC2)nc1	8	nt	15%	nt	1%	nt	nt	nt	-4%
COc1ccc(OC)c(/C=N/NC(=O)c2ccc(Cn3cc([N+](=O)[O-])cn3)o2)c1	-7	0	-2%	3	1%	3.2%	-10	8	-2%
Cc1cnc(C(=O)OCC(=O)NC2CCCCC2)cn1	2	2	-1%	2	nt	1.7%	-4	-5	-4%
CS(=O)c1ccccc1COC(=O)Nc1ccc(Cl)cc1 (centres undefined)	0	14	0%	-10	-12%	2.6%	-4	nt	0%
Cn1c(SCC(=O)NCc2ccco2)nnc1-c1c[nH]c2ccccc12	2	1	-3%	-1	-4%	-0.1%	6	-4	-2%
Cc1cccc(OCCCC(=O)Nc2ccc(S(=O)(=O)Nc3onc(C)c3C)cc2)c1C	-3	1	0%	-1	0%	-0.5%	4	-2	-1%
COc1ccc(-n2c(=O)c3c(c4cc(OC)ccc4n3C)n(CC(=O)N3CCCC3)c2=O)cc1	3	-2	2%	1	-4%	9.8%	0	6	1%
O=C1C2=C(CCCC2)C(=O)N1CNc1ccccc1	-1	2	0%	1	-7%	0.5%	-3	2	-5%
CC(C)CCNC(=O)c1ccc(C2SCC(=O)N2Cc2ccco2)cc1 (centres undefined)	-5	-1	2%	-15	-6%	1.6%	-8	-9	-1%
Cc1cc(-c2cccs2)c2c(N)c(C(=O)c3ccc4c(c3)OCO4)sc2n1	-1	61*	-8%	14	-22%	0.8%	7	-4	-5%
CSCCC(NC(=O)C12CC3CC(CC(C3)C1)C2)C(=O)OCC(=O)c1ccc(Cl)cc1 (centres undefined)	-5	3	-1%	-6	-1%	2.1%	-1	-1	-5%
CN(CCc1ccccc1)C(=O)c1cccc(NC(=O)Cc2cccc(NC(=O)C3CCCN(C(=O)C4CCCC4)C3)c2)c1 (centres undefined)	-8	nt	-1%	nt	-4%	nt	nt	nt	-1%
Cc1ccc(C(=O)O)cc1S(=O)(=O)NCC1CCCO1 (centres undefined)	-3	0	1%	-13	-5%	0.1%	6	12	-5%
CCCOc1ccc(N2C(=O)CC(N3CCN(c4nc5ccccc5s4)CC3)C2=O)cc1 (centres undefined)	-9	3	0%	-31*	-10%	-0.7%	3	8	-4%
COc1ccc(-c2c(C)c3ccc(O)c(CN4CCN(CCO)CC4)c3oc2=O)cc1OC	1	1	-10%	6	1%	14%	-2	6	-1%
CC(CSc1nnnn1-c1ccccc1)Cn1c(N2CCN(C)CC2)nc2c1c(=O)[nH]c(=O)n2C (centres undefined)	0	0	-3%	1	0%	3.9%	0	-1	-5%

Screens from PubChem BioAssay.
